HT1080 IDH1KD tx – qHTS for induction of synthetic lethality in tumor cells producing 2HG: qHTS for the HT-1080-IDH1KD cell line | HT-1080 IDH1 knockdown viability, ATP luminescence, 48 h | Potency, µM (highest dose often 46.1 µM), without a hit: top-dose activity, negative = toxicity, most hits filed as cytotoxic | 2% of 360,000 active | AID 686971, 2013;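 also: potency is read from the fitted curve at half-maximal effect; 0% = DMSO wells and -100% = cell-free medium wells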
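CellTiter-Glo luminescence after 48 h compound exposure at 37 degrees C of IDH1-knockdown HT-1080 cells in 5% FBS RPMI. %Activity scaled between DMSO wells and cell-free media wells, with curves fitted and assigned curve classes.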
HT1080NT lethal – qHTS for induction of synthetic lethality in tumor cells producing 2HG: qHTS for the HT-1080-NT fibrosarcoma cell line; HT-1080-NT fibrosarcoma viability, CellTiter-Glo ATP luminescence, 48 h; Potency, µM (doses to about 46.1 µM), for the others: top-dose activity, negative = less viability, actives largely listed as cytotoxic; 1.6% of 360,000 active;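 also: NT is the 2HG producing partner of a matched IDH1 knockdown line; potency is read from the fitted curve at half-maximal effect; 0% = DMSO-treated cells and -100% = media-only wells without cells; nearly all actives have a fitted effect of over 55% in size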
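HT-1080-NT; 750 cells/well; 5% FBS RPMI; 48 h compound, 37 degrees C; CellTiter-Glo luminescence; curve fitting and curve-class assignment.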
SW480 rerep – A quantitative high throughput screen for small molecules that induce DNA re-replication in SW480 colon adenocarcinoma cells; Potency, µM (titrated, usually from 46.1 µM), without a hit: at the top dose re-replication activation, hits mostly activators; AID 624297, 2012; SW480 DNA re-replication, Hoechst DNA content imaging, 48 h; 1.8% of 340,000 active; also: potency is read from the fitted curve at half-maximal effect; % of control where 0% means no effect; nearly all actives have a fitted effect of over 55% in size
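DNA re-replication was detected as more nuclei of elevated Hoechst intensity after 48 hr exposure to compound (23 nL pinned per well of 250 cells).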
S2 tox – Viability Counterscreen for Primary qHTS for Inhibitors of ATXN expression. 0.49% of 400,000 active. AID 651635, 2014. S2 cells (HEK-293 line with an ATXN2-luciferase reporter) viability, CellTiter-Fluor protease fluorescence, 24 h. Potency, µM (top dose mostly 56.7 µM), usual class: cytotoxic; also: potency is read from the fitted curve at half-maximal effect; nearly all actives have a fitted effect of over 40% in size
KB-3-1 tox – qHTS assay for MDR1-selective chemotherapeutics: Primary screen using the parental adenocarcinoma cell KB-3-1; KB-3-1 viability, CellTiter-Glo ATP luminescence, 72 h; Potency, µM (top dose mostly 46.1 µM), for the others: top-dose activity change, negative = cytotoxic, actives largely listed as cytotoxic; 1.4% of 400,000 active; AID 1347075, 2019; also: potency is read from the fitted curve at half-maximal effect; % is scaled to controls: 0 for no effect and ±100 for the full control effect; nearly all actives have a fitted effect of over 60% in size
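Here the drug-naive KB-3-1 line serves as comparator for MDR sub-line selectivity; cells received compound titrations, 72 h at 37 °C, then CellTiter-Glo readout.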
KB-V1 cytotox – qHTS assay for MDR1-selective chemotherapeutics: Primary screen using the drug-selected MDR subline cells KB-V1 | KB-V1 MDR cells viability, CellTiter-Glo, 72 h | Potency, µM (series often up to 46.1 µM), for the others: at the top dose activity change, negative = cytotoxicity, actives largely listed as cytotoxic | 3.4% of 400,000 active | AID 1347076, 2019; also: potency is read from the fitted curve at half-maximal effect; % is scaled to controls: 0 for no effect and ±100 for the full control effect; nearly all actives have a fitted effect of over 60% in size
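Drug-selected KB-V1 cells, grown in DMEM lacking phenol red with 10% FBS, receive compound titrations; after three days at 37 degrees C, surviving cell ATP is quantified by CellTiter-Glo luminescence and responses normalized and curve-fitted.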
ATXN2 expr inh – Primary qHTS for Inhibitors of ATXN expression | HEK-293 ATXN2-luciferase reporter, luminescence, 24 h | Potency, µM (titrated, usually from 57 µM), for inactives: top-dose activity change, negative = inhibition, actives largely listed as inhibitors | 0.72% of 360,000 active; also: potency is read from the fitted curve at half-maximal effect; % is scaled to controls: 0 for no effect and ±100 for the full control effect; nearly all actives have a fitted effect of over 55% in size
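qHTS (up to 57 uM final) was run with 24 h compound exposure of reporter cells at 37 °C. Each well was multiplexed: SteadyGlo luminescence measured ATXN2-luciferase expression after a fluorogenic Gly-Phe-AFC viability readout (25 uM final).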
MCF10A rereplic – A quantitative high throughput screen for small molecules that induce DNA re-replication in MCF 10a normal breast cells; MCF 10A DNA re-replication, Hoechst nuclear intensity, 48 h; Potency, µM (series often up to 46.1 µM), without a hit: top-dose activity, positive = re-replication, actives largely listed as activators; 2.9% of 350,000 active; AID 624296, 2012; also: potency is read from the fitted curve at half-maximal effect; % of control where 0% means no effect; nearly all actives have a fitted effect of over 50% in size
IL-1B inflam inh – qHTS for Inhibitors of Inflammasome Signaling: IL-1-beta AlphaLISA Primary Screen. THP-1 LPS/ATP IL-1B secretion, AlphaLISA, 16 h; hits give low values. activity change, % at 57.5 µM. 4.7% of 360,000 active; in the data active = activity change below about -50%; inconclusive = mostly about -30% to -49%; also: % is scaled to controls: 0 for no effect and ±100 for the full control effect
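THP-1 cells pretreated 1 hr with compounds (up to 57.5 uM final), then stimulated with LPS (250 ng/mL final) plus ATP (1.25 mM final); secreted IL-1B measured by AlphaLISA after 16 hr, decreased signal indicating inhibition.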
An asterisk follows results filed as active; i = inactive; ? = inconclusive; nt = not tested or not shown; & = joins results of further samples; [ ] = another dose, or the depositor's remark. Unless noted, calls follow the shape of the dose curve; as a rule, active = well fitted curve in the direction sought with a large enough effect; inconclusive = small, poorly fitted or top-dose-only effect, or another doubt; inactive = no such curve, though single readings can be large; an effect the other way counts as inactive or inconclusive.

Values run as follows: HT1080 IDH1KD tx | IL-1B inflam inh | HT1080NT lethal | SW480 rerep | MCF10A rereplic | KB-3-1 tox | ATXN2 expr inh | S2 tox | KB-V1 cytotox
COc1ccc(C(=O)C23CC4CC(C2)CC(C(=O)c2ccc(OC)cc2)(C4)C3)cc1
 : 0% | 13 | 2% | 3% | -5% | -7% | nt | i | -25%
Cc1snc(SCc2cccc(Cl)c2)c1C#N
 : 8% | -3 | 16% | -6% | 6% | 2% | 3% | i | 0%
c1cncc(-c2nc(N3CCCCCC3)c3ccccc3n2)c1
 : -13% | -21 | -8% | -7% | 6% | -22% | -22% | i | 4.1µM*
O=S(=O)(Nc1ncccn1)c1ccccc1
 : 3% | 3 | 2% | 2% | 11% | 8% | 19% | i | 6%
FC(F)Sc1ccc(-n2cc(-c3ccc(Cl)cc3)[n+]3c2CCC3)cc1
 : 5% | -19 | 3% | 1% | 3% | 18µM* | -29% | ? | 3%
COC(=O)CCC(=O)OC1(C)C(=O)C=C2C=C(C3CC3)N(Cc3ccc4c(c3)OCO4)C=C2C1=O (centres undefined)
 : 6% | 51 | 11% | -9% | 6% | 0% | 11% | i | 8%
COc1cc2c(cc1OC)C(C)N(C(=O)c1sc(-c3cnccn3)nc1C)CC2 (centres undefined)
 : -15% | -7 | -1% | -96%[inhibitor] | 2% | -17% | 7% | i | -23%
C/C(CC(=O)Nc1ccc2c(c1)OCCO2)=N\NC(=O)COc1ccccc1
 : 14% | -16 | 7% | -11% | -3% | 9% | -9% | i | 12%
CC(C)Oc1ccc(CNC(=O)c2ccc3c(c2)N(C)C(=O)C2CCCCN32)cc1 (centres undefined)
 : nt | nt | nt | nt | nt | -7% | 11% | i | -18%
OCC#Cc1ncc(C(F)(F)F)cc1Cl
 : ? | 5 | 21µM* | ? | ? | -4% | 9% | i | 1%
O=C1c2ccccc2C(c2nnnn2-c2ccc3c(c2)OCCO3)N1Cc1ccco1 (centres undefined)
 : 8% | -4 | 18% | nt | nt | -1% | -5% | i | ?
CCOc1ccccc1NC(=O)CCc1c(C)nn(-c2ccc(N3CCOCC3)nn2)c1C
 : nt | nt | nt | nt | nt | 8% | 7% | i | -9%
CC(Oc1cc2oc(=O)c3c(c2cc1Cl)CCC3)C(=O)NCC1CCC(C(=O)O)CC1 (centres undefined)
 : 15% | 22 | 9% | -15% | -1% | 8% | 0% | i | 22%
CO/N=C(/CNC(=O)c1ccc(F)cc1)c1ccc(Cl)cc1
 : -10% | -8 | -6% | -5% | -4% | -3% | 7% | i | ?
CC(C)[C@@H](CSc1ccccc1)N1CCN(Cc2ccccc2)CCC1=O
 : 3% | -21 | -2% | 10% | 15% | 0%&-11% | 4% | i | ?
Cc1cc(NS(=O)(=O)c2ccc(NC(=S)NC(=O)c3cccnc3)cc2)no1
 : 11% | 14 | 12% | 3.3µM* | -9% | 6% | -19% | i | 11%
CC(=O)N1CCN(S(=O)(=O)c2cccc(C(=O)NCc3ccc(F)cc3)c2)CC1
 : 0% | 35 | 4% | -13% | -46% | 12% | 1% | i | -7%
Cc1cccc(NC(=O)CCc2c(C)nc3c(c(C)nn3C(C)(C)C)c2C)c1C
 : nt | nt | nt | nt | nt | ? | -9% | i | ?
COc1cc(CNC(=O)c2cc(-c3cc(C)cc(F)c3)n[nH]2)cc(OC)c1
 : 3% | -8 | 2% | nt | nt | 0% | -6% | i | -12%
Nn1c(SCc2ccccc2)nnc1C1CCCCC1
 : 12% | -8 | -15% | -39%[inhibitor] | 8% | 1% | 50%[activator] | i | -6%
CC1(C)Cc2c(cnn2-c2ccc(F)cc2)C(NC(=O)c2ccc(=O)oc2)C1 (centres undefined)
 : 4% | -1 | 1% | 15% | 6% | -31% | 23% | i | -16%
Cc1ccc2nc(-c3ccc(Cl)c(NC(=O)c4ccc(Br)o4)c3)oc2c1
 : nt | nt | nt | nt | nt | -7% | 62%[activator] | i | 11%
COc1ccc(Nc2nc(N)nc(CSc3nnc(C)s3)n2)cc1
 : -9% | -12 | -3% | -2% | 0% | -4% | 28% | i | 0%
O=C(NC1CC1)C1CCN(C2CCN(C(=O)c3c(F)cccc3Cl)CC2)CC1
 : 1% | -5 | -2% | 21% | -1% | 0% | -13% | i | -10%
Cc1ccc(C)c(N2CCN(c3nc4ccccc4c4nc(-c5cccnc5)nn34)CC2)c1
 : nt | nt | nt | nt | nt | 12% | 9% | i | ?
CC1=C(C(=O)OCc2ccccc2)C(c2ccccc2)NC(=O)N1CCCC(=O)O (centres undefined)
 : 4% | 19 | 22% | ? | 1% | -4% | 1% | i | 16%
O=C(NCCCn1ccnc1)c1cc([N+](=O)[O-])cc([N+](=O)[O-])c1
 : 11% | 18 | 7% | -5% | -3% | 5% | -1% | i | 11%
CC(C)c1c(O)ccc2c1CC[C@H]1C(C)(C)CCC[C@]21C
 : ? | ? | ? | -4% | ? | -2% | 0% | ? | ?
CCC(=O)Nc1nnc2n1CCS2
 : nt | nt | nt | nt | nt | 0% | -2% | i | 0%
COc1ccc(C(=O)c2c3ccccc3[n+]([O-])n2Cc2ccc(C(N)=O)cc2)cc1
 : -4% | -2 | -6% | -12% | 19% | -11% | 7% | ? | -1%

Sorted by heavy-atom count (smallest number first): part of the list above
Values run as follows: HT1080 IDH1KD tx | IL-1B inflam inh | HT1080NT lethal | SW480 rerep | MCF10A rereplic | KB-3-1 tox | ATXN2 expr inh | S2 tox | KB-V1 cytotox
CO/N=C(/CNC(=O)c1ccc(F)cc1)c1ccc(Cl)cc1
 : -10% | -8 | -6% | -5% | -4% | -3% | 7% | i | ?
CC1(C)Cc2c(cnn2-c2ccc(F)cc2)C(NC(=O)c2ccc(=O)oc2)C1 (centres undefined)
 : 4% | -1 | 1% | 15% | 6% | -31% | 23% | i | -16%
O=C1c2ccccc2C(c2nnnn2-c2ccc3c(c2)OCCO3)N1Cc1ccco1 (centres undefined)
 : 8% | -4 | 18% | nt | nt | -1% | -5% | i | ?

More records
Values run as follows: HT1080 IDH1KD tx | IL-1B inflam inh | HT1080NT lethal | SW480 rerep | MCF10A rereplic | KB-3-1 tox | ATXN2 expr inh | S2 tox | KB-V1 cytotox
CCOc1ccccc1NC(=O)c1nnn(CC(=O)Nc2cc(C)cc(C)c2)c1N
 : -29% | 32 | -23% | 8% | -1% | 6% | 0% | i | 0%
Cc1cc(C(=O)Oc2ccccc2C(=O)O)c(C)o1
 : 2% | 32 | 0% | -4% | 1% | -1% | -3% | i | 14%
CCn1cc(C(=O)NCC(C)C)c(=O)c2cc(F)c(N3CCN(C)CC3)cc21
 : 6% | -21 | 1% | -5% | 7% | -1% | -28% | ? | 1%
CCc1ccc([C@@H]2C[C@H]3[C@@H](CN2S(=O)(=O)c2ccc(C)cc2)C(=O)C[C@@H](c2ccccc2)N3S(=O)(=O)c2ccc(C)cc2)cc1
 : -3% | 3 | -2% | nt | nt | 2% | 1% | ? | ?
COC(=O)c1ccc(N(CC(=O)NC2CCCC2)C(=O)c2ccc(C)s2)cc1
 : -3% | 14 | 0% | -11% | -4% | -6% | 1% | i | -13%
CCOc1ccc(-c2nnc(NC3=NCCCCC3)o2)cc1
 : -25% | -15 | -1% | -32%[inhibitor] | 8% | 3% | 24% | i | -2%
CC(=O)NCc1ccc(C(=O)COC(=O)COc2ccc(Cl)c(C)c2)s1
 : 0% | 5 | 5% | -15% | 10% | 16% | -3% | i | 6%
CC(=O)Nc1ccc(S(=O)(=O)N2CC(=O)NC(=O)C2)cc1
 : 13% | 21 | 2% | -15% | -1% | 7% | 2% | i | 4%
CCCCN(CC)S(=O)(=O)c1ccc(C(=O)Nc2nnc(CSC)o2)cc1
 : ? | 29 | -30% | ? | ? | ? | -25% | i | 0%
CCOc1nc(SC(C(C)=O)C(=O)Nc2ccccc2)nc(N(C)C)n1 (centres undefined)
 : 2% | 17 | -10% | -1% | 12% | -2% | 7% | i | 6%
CC(C(=O)NCc1ccccc1)N1C(=O)C2CC=C(Cl)CC2C1=O (centres undefined)
 : 19% | 15 | 20% | 0% | -2% | 21% | 6% | i | -1%
CC(NC(=O)Cc1ccccc1)c1cc2c(cc1Br)OCCCO2 (centres undefined)
 : 0% | 16 | 4% | 3% | 7% | ? | -27% | i | -23%
COc1ccccc1CN(C(=O)CNC(=O)c1ccco1)C(C(=O)NCC1CCCO1)c1ccccc1 (centres undefined)
 : -24% | 9 | 1% | -2% | 11% | -6% | -18% | i | -10%
Cc1c(C(c2ccccc2Br)c2c(C)n(C)n(-c3ccccc3)c2=O)c(=O)n(-c2ccccc2)n1C
 : 1% | -7 | 16% | 0% | 12% | -5% | -9% | i | -15%
Cc1ccc(OCC(=O)Nc2ccc(S(=O)(=O)Nc3cc(C)nc(C)n3)cc2)cc1
 : 8% | 39 | 1% | -10% | 7% | 10% | 4% | i | ?
COc1cc(Br)cc2cc(C(=O)N3CCOCC3)c(=O)oc12
 : -4% | -24 | -9% | 2% | -14% | 2% | 5% | i | 28%
Cc1ccc(Nc2nc(C(=O)NCC3CCCO3)cs2)cc1 (centres undefined)
 : -6% | ? | -8% | -9% | 0% | 3% | 3% | i | ?
CCN(CC)c1ccc(/C=N/NS(=O)(=O)c2ccc(CNC(C)=O)cc2)cc1
 : -10% | -3 | -8% | 16% | 6% | 1% | -31%[11.3 µM] | i | 3%
c1csc(-c2nc(N3CCOCC3)c3ccccc3n2)c1
 : -21% | -17 | -20% | 5% | 29% | 1% | -24% | i | ?
CCN(CC)CCNC(=O)c1ccc(NC(=O)c2cccc(S(=O)(=O)N(C)C3CCCCC3)c2)cc1
 : -16% | -14 | -15% | 74% | -6% | -5% | -15% | i | -10%

Compound activity: PubChem, National Center for Advancing Translational Sciences (NCATS)
